RGS12 GoLoco inh: blocks human Gai1 binding to RGS12 GoLoco peptide, red readout; P63096; Gai1:RGS12 GoLoco peptide FP, rhodamine, 10 min; Potency, µM (series often up to 61.6 µM), for inactives: top-dose activity, negative = inhibition, actives largely listed as inhibitors; actives 0.44% (n = 230,000); active = well fitted inhibition curve with a large enough effect, not every such curve was filed as active; inactive = no such curve, though single readings can be large or run the other way; also: nearly all actives have a fitted effect of over 30% in size; many of its hits are not listed in these tables
TRb-SRC2 inh: disrupts binding of human TR beta to SRC2 | P10828 | TRbeta-SRC2 peptide binding, fluorescence polarization; receptor liganded with 1 µM T3 | Potency, µM (doses to about 106 µM), for the others: top-dose activity change, negative = inhibition, hits mostly inhibitors | actives 0.065% (n = 280,000) | AID 1469;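 also: plate controls were bound peptide for no effect and peptide without receptor for full effect; nearly all actives have a fitted effect of over 50% in size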
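Human TRb LBD (0.6 uM) plus Texas Red-labeled SRC2 peptide (20 nM), 1uM T3, 5% DMSO, 5 hr at ambient temperature. Decreased polarization (555/632 nm) flags inhibition; data normalized to free and bound peptide controls.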
KDM4E inh: JMJD2E (human) inhibition. actives 1.6% (n = 230,000). Potency, µM (titrated, usually from 57.1 µM), inactives show top-dose activity change, negative = inhibition, most hits filed as inhibitors. B2RXH2. AID 2147. JMJD2E catalytic domain, FDH-coupled NADH fluorescence (FDH is formaldehyde dehydrogenase); active = well fitted inhibition curve with a large enough effect, not every such curve was filed as active; inconclusive = small, poorly fitted or top-dose-only effect, or another doubt; inactive = no such curve, though single readings can be large or run the other way;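 also: 0% = wells with enzyme and -100% = buffer wells without enzyme; nearly all actives have a fitted effect of over 50% in size; many of its hits are not listed in these tables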
RECQ1 inh: blocks DNA unwinding by human RECQ1; RECQ1 DNA unwinding, red fluorescence kinetic read; P46063; Potency, µM (highest dose often 57.3 µM), for inactives: at the top dose activity, negative = inhibition, usual class: inhibitors; actives 0.54% (n = 240,000);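 also: plate controls were vehicle for no effect and no enzyme for full effect; nearly all actives have a fitted effect of over 30% in size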
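50 nM RECQ1T1 preincubated 15 min with compound in Tris pH 8.0 buffer with MgCl2, DTT, Tween-20 and 2.5 ug/ml poly(dI-dC); started with 200 nM TAMRA/BHQ-2 forked duplex and 2 mM ATP. Unwinding read as fluorescence (525/598 nm), two reads 2 h apart.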
TexasRed fluor: Texas Red fluorescence interference in TRb-SRC2 counter-screen. Potency, µM (highest dose often 106 µM), for inactives: top-dose fluorescence change, negative = quenching. actives 0.29% (n = 280,000). TRb/SRC2 Texas Red total fluorescence interference; active = well fitted curve in either direction with a large enough effect; inconclusive = small, poorly fitted or top-dose-only effect
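Flags fluorescent or light-absorbing compounds by total fluorescence, S + 2P, at 555 nm excitation and 632 nm emission. Mixture: 20 nM Texas Red SRC2 peptide, 0.6 uM human TRb LBD, 1 uM T3, 5% DMSO; compound exposure 5 h at ambient temperature.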
Tau fibril FP: inhibitors of human tau fibril formation; K18 P301L tau heparin fibrillization, Alexa594 FP, 6 h; Potency, µM (series often up to 57.7 µM), inactives show at the top dose activity, negative = inhibition, actives largely listed as inhibitors; actives 0.39% (n = 280,000); AID 1468; also: nearly all actives have a fitted effect of over 55% in size
Target sequence (P10636 561-689 P618L limits assumed): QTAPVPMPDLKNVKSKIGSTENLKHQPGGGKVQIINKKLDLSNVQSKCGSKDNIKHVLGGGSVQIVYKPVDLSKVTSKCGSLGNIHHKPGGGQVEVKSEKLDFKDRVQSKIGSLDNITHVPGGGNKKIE
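Read-out: fluorescence polarization of Alexa 594-labeled tau (0.24 uM), 555 nm excitation, 632 nm emission. Mixtures held 15 uM unlabeled K18 P301L, compound and 20 uM heparin, pH 7 acetate buffer, incubated 6 hr at 37 C.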
L3MBTL1 block: blocks human L3MBTL1; Q9Y468; AlphaScreen L3MBTL1–H3K9me1 peptide binding; Potency, µM (titrated, usually from 57.1 µM), for the others: at the top dose activity, negative = inhibition, most hits filed as inhibitors; actives 0.66% (n = 230,000); AID 485360; also: nearly all actives have a fitted effect of over 60% in size
Target sequence (Q9Y468 whole entry, looked up): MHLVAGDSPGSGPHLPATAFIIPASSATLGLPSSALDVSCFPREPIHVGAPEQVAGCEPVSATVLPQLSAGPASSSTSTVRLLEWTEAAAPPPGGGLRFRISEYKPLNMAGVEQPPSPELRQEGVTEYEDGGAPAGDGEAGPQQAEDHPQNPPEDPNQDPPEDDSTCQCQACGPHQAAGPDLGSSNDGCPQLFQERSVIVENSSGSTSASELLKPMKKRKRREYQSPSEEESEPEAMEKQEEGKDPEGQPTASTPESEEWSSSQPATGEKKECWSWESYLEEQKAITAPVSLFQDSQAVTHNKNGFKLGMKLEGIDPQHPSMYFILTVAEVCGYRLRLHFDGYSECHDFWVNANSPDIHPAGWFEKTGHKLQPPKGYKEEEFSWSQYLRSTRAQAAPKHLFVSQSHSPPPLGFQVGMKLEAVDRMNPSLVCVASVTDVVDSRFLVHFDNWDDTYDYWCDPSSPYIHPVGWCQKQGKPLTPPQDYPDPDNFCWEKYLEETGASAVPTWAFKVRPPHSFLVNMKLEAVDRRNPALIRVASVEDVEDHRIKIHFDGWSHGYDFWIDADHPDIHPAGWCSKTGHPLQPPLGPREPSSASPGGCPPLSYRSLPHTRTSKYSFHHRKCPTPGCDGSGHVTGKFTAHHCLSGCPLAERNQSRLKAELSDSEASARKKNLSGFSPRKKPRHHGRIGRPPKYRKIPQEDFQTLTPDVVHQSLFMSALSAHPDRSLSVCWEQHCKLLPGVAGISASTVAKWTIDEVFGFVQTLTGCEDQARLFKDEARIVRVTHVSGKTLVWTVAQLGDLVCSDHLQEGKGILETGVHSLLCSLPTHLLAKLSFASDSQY
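AlphaScreen proximity signal between nickel-chelate acceptor and streptavidin donor beads (final 10 ug/mL) reports binding of 50 nM L3MBTL1 to 75 nM biotin-H3 K9me1 peptide; complex incubated with compounds 30 min at room temperature; cefsulodin titration as control.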
Tau ThT inhib: inhibitors of human tau fibril formation, thioflavin T binding | P10636 | recombinant tau K18 P301L (four-repeat tau fragment), heparin-induced fibrillization, ThT fluorescence | Potency, µM (series often up to 57.4 µM), for inactives: at the top dose activity, negative = inhibition, usual class: inhibitors | actives 2.1% (n = 270,000) | AID 1460; also: nearly all actives have a fitted effect of over 55% in size
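Aggregation was driven by heparin (20 uM final) acting on recombinant tau […] bearing P301L in 100 mM sodium acetate pH 7; fibrils were detected with Thioflavin T.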
* hit, by the source's call; i = inactive; ? = inconclusive; nt = no result given; [ ] = another dose, or the depositor's remark. Unless noted, calls follow the shape of the dose curve; as a rule, active = well fitted curve in the direction sought with a large enough effect; inconclusive = small, poorly fitted or top-dose-only effect, or another doubt; inactive = no such curve, though single readings can be large; an effect the other way counts as inactive or inconclusive. Unless noted, % is scaled to controls: 0 for no effect and ±100 for the full control effect; potency is read from the fitted curve at half-maximal effect.

mol	RGS12 GoLoco inh	TRb-SRC2 inh	KDM4E inh	RECQ1 inh	TexasRed fluor	Tau fibril FP	L3MBTL1 block	Tau ThT inhib
COc1ccc(CS(=O)(=O)c2nc(C)cc(C)c2S(C)(=O)=O)cc1	2%	-1%	1%	-14%	-4%	-5%	?	4%
Cc1ccc(NCc2nnc(SCC(=O)O)n2Cc2ccccc2)cc1Cl	10%	-4%	2%	22%	-3%	8%	-5%	-5%
CCOC(=O)c1cc(-c2ccccc2)sc1NC(=O)C(C)OC(=O)c1cccnc1Cl (stereo unspecified)	7%	-9%	21%	-3%	-2%	-15%	7%	-7%
O=C(Nc1ccc(Cl)c(Cl)c1)N1CC=C(c2ccccc2)CC1	7%	0%	3%	-8%	-3%	?	5%	?
CCOc1ccccc1NC(=O)c1ccc(NC(=O)c2ccco2)cc1	8%	13%	-2%	-3%	-1%	-14%	3%	-9%
CCCCC#Cc1nc(NC)c2ncn([C@@H]3O[C@@H](CO)[C@H](O)[C@H]3O)c2n1	3%	-4%	6%	2%	-1%	-3%	nt	-1%
CCOC(=O)c1cc(NC(=O)Nc2ccccc2Cl)c(C)nc1C	21%	-8%	-14%	i	-3%	?	2%	8%
O=C(COC(=O)[C@@H]1CCCN1S(=O)(=O)c1ccc(Cl)cc1)NC12CC3CC(CC(C3)C1)C2	nt	-2%	-1%	-23%	0%	4%	0%	?
COc1ccc(C2CC(C(F)(F)F)n3nc(C(N)=O)c(Cl)c3N2)cc1OC (stereo unspecified)	-10%	6%	-5%	-1%	3%	6%	0%	-11%
CC(C)(C)c1ccc(C(=O)CC(Sc2ccc(Cl)cc2)C(=O)O)cc1 (stereo unspecified)	5%	?	2%	5%	-4%	-2%	-6%	?
Cc1ccc(C2(C)NC(=O)N(CC(=O)Nc3cccnc3Cl)C2=O)cc1 (stereo unspecified)	27%	1%	?	1%	3%	-6%	?	-7%
Cc1noc(C)c1-c1nc(CS(=O)(=O)c2ccc(Cl)cc2)no1	2%	3%	?	-8%	-5%	-1%	-2%	1%
C[N+]1=C2CCCCCN2C(O)(c2ccccc2)C1 (stereo unspecified)	14µM*	-4%	7%	-13%	-4%	11%	6%	15%
CCOC(=O)CN(Cc1ccc(OC)c(OC)c1)S(=O)(=O)c1ccc(OC)cc1	3%	0%	0%	i	-1%	0%	nt	-15%
Cc1c(F)cccc1NS(=O)(=O)c1ccccc1C#N	4%	0%	1%	-9%	-4%	-3%	nt	-3%
CCOC(=O)C(C(=O)Nc1cccc(C)n1)C1CCCCC1 (stereo unspecified)	7%	-3%	1%	-8%	-2%	-4%	-1%	-6%
CC(C)CC(NC(=O)C(Cc1ccc(OCc2ccccc2)cc1)NC(=O)OC(C)(C)C)C(N)=O (stereo unspecified)	-15%	-8%	2%	8%	-5%	3%	-9%	-12%
O=C(Cn1c(=O)c2cccn2c2ccc(F)cc21)NCc1cccc(Cl)c1	nt	2%	nt	nt	-4%	-17%	nt	-5%
Cc1ccc2c(=O)cc(C(=O)Nc3sc4c(c3C(=O)NCc3ccco3)CCC4)oc2c1	nt	-10%	nt	nt	-3%	?	nt	?
CN(C)c1ccc(/C=N/NC(=O)c2ccc(Cl)cc2)cc1	0%	2%	?	-1%	0%	-5%	11%	?
Cc1cc(C)nc(N/C(=N/S(=O)(=O)Cc2ccccc2)Nc2ccccc2)n1	1%	-4%	12%	-5%	1%	-6%	1%	-9%
c1ccc(CSc2nnc(Cc3ccccc3)o2)cc1	-1%	4%	1%	i	-3%	0%	33%[activator]	-12%
COc1ccc(N2C3=[N+](CC2(C)O)c2ccccc2CC3)cc1 (stereo unspecified)	5%	-2%	-5%	0%	0%	-7%	-5%	-5%
CC(=O)Nc1cc(C(=O)NCc2ccc(F)cc2)ccc1S(=O)(=O)c1ccc(C)cc1	nt	-3%	nt	nt	-2%	-2%	nt	-5%
Cc1ccc(Cn2nnc3c(=O)n(CC(=O)c4ccccc4)cnc32)cc1	9%	-1%	-6%	i	-5%	-1%	4%	-2%
COC(=O)C(Cc1ccc(OC(=O)c2ccccc2C)cc1)N1Cc2ccccc2C1=O (stereo unspecified)	2%	-3%	2%	-3%	-4%	-1%	-5%	-25%
CC1(C)CC(=O)C=C(Nc2ccccn2)C1	-6%	-2%	-6%	-7%	-5%	-8%	48%[activator]	10%
C=C(C)C1CC=C(C)/C(=N/NC(=O)CCCNc2cccc(C)c2)C1 (stereo unspecified)	-2%	2%	0%	i	-2%	7%	-23%	-15%
Cc1cc(CN(C)C(=O)CC2C(=O)NCCN2Cc2c(F)cccc2Cl)n[nH]1 (stereo unspecified)	-24%	0%	-11%	0%	-4%	-5%	-2%	-6%
Cc1nc2c(C(=O)Nc3ccc(N4CCCC(O)C4)cc3)snc2c(=O)[nH]1 (stereo unspecified)	-1%	5%	1%	-12%	-2%	-1%	nt	nt
O=C(Nc1ccccc1)c1cccc(S(=O)(=O)Nc2ccccn2)c1	-9%	-2%	4%	i	-7%	-1%	6%	-11%
COC(=O)c1ccccc1NC(=O)Cn1cnc2sc(C)c(S(=O)(=O)N3CCC(C)CC3)c2c1=O	nt	2%	nt	nt	-3%	-13%	nt	-3%
O=C1C(=O)N(C2CCN(S(=O)(=O)c3ccccc3)CC2)CCN1Cc1ccccc1	nt	6%	nt	nt	0%	-4%	nt	5%
COc1cc(OC)cc(-c2nc3ccccc3c(=O)n2NC(=O)c2cccnc2Cl)c1	5%	-10%	2%	-3%	0%	10%	6%	3%
CN(C)c1ccc(CNc2ncc(Br)cc2Br)cc1	-1%	6%	-3%	-1%	1%	4%	?	?
COc1ccc(CCN2C(=O)CC(N3CCOCC3)C2=O)cc1OC (stereo unspecified)	-2%	-9%	0%	-2%	-3%	-9%	-1%	-9%
NC(=O)c1ccc(NC(=O)COC(=O)CC(NC(=O)c2ccccc2Cl)c2ccccc2)cc1 (stereo unspecified)	10%	2%	7%	-6%	-1%	-3%	1%	-9%
O=C(CSc1nc2ccccc2n1Cc1ccccc1Cl)N/N=C/c1ccccc1C(=O)O	26%	8%	-3%	-8%	3%	-6%	?	?
COC(=O)c1ccc(NC(=O)CN2C(=O)CCc3cc(S(=O)(=O)N4CCCCC4)ccc32)cc1	nt	8%	nt	nt	1%	?	nt	11%
O=C(CCC1CCCC1)N1CCN(C(=O)COc2ccccc2)CC1	15%	1%	-12%	2%	1%	4%	-7%	-1%
CCCn1c(-c2ccc(F)cc2)nc2c(NCCN3CCCC3)nc(C)nc21	-11%	-3%	?	-11%	1%	1%	nt	-3%
COc1ccc(-c2ccc(C#N)c(SCC(=O)NC3CC3)n2)cc1OC	16%	-7%	?	i	-3%	?	2%	1%
CCOC(=O)C(=O)N1CCN(c2ccccc2OC)CC1	-8%	1%	-16%	23%	-3%	6%	6%	-9%
COc1ccc(OCC(=O)N/N=C(\C)c2ccc(-n3ccnc3)cc2)cc1	25%	-3%	0%	5%	-3%	6%	-13%	7%
O=C(Nc1nnc(S(=O)(=O)N2CCCc3ccccc32)s1)c1ccccc1Br	nt	2%	nt	nt	6%	6%	nt	?
NC(=O)SCC(=O)Nc1ccc(Cl)cc1	8%	0%	2%	-1%	0%	?	3%	?
Oc1c(Br)cc(Br)cc1C=Nc1ccc2c(c1)OCCO2	47%[activator]	3%	-17%	i	-1%	?	nt	11µM*
COc1ccc(CCNC(=O)CSc2nnc(-c3ccc(F)cc3)o2)cc1OC	2%	-6%	7%	-7%	1%	-2%	6%	-7%
CC1(C)Cc2ccccc2-c2nnc(SCC(=O)Nc3nc4ccccc4s3)n21	2%	8%	4%	-7%	0%	?	-3%	-10%
Cc1cc(C)cc(-n2ccn(Cc3ccc(F)cc3)c(=O)c2=O)c1	nt	-1%	nt	nt	-29%	?	nt	?
COC(=O)CSc1nc(N)c(C#N)c(C(C)C)c1C#N	-4%	4%	?	-6%	2%	-3%	1%	-1%
COc1ccc(C)cc1S(=O)(=O)N1c2ccccc2CC1C (stereo unspecified)	12%	-3%	-6%	-5%	-4%	-5%	nt	-7%
Cc1nc2sc3c(c2c(=O)[nH]1)CCCCC3	0%	-3%	-9%	15%	-1%	3%	3%	-4%
CCCCCOc1ccc(NC(=O)C2OC3OC(C)(C)OC3C3OC(C)(C)OC23)cc1 (stereo unspecified)	0%	8%	3%	0%	6%	3%	1%	6%
CCc1nc2sc3c(N4CCC(C)CC4)ncnc3c2c2c1CCCC2	nt	-24%[1.83 µM]	nt	nt	-72%[1.83 µM]	-10%	nt	0%
CC(=O)Nc1ccc(C(=O)CSc2nnc3scc(-c4ccccc4)n23)cc1	14%	0%	-11%	-2%	-5%	-3%	2%	5%
Cc1ccc2nc(N3CCN(C)CC3)c(C#N)cc2c1	-1%	13%	?	-5%	2%	-1%	-24%	-3%
COCCNC(=O)CSc1nc2ccc(N3CCOCC3)cc2c(=O)n1Cc1ccc(OC)cc1	-4%	6%	?	-12%	-2%	-11%	-5%	?
O=C(CN1C(=O)CCC1=O)Nc1nc(-c2ccccn2)cs1	11%	-10%	?	-10%	-3%	-1%	nt	-5%
COc1ccc(C)cc1Nc1ncnc2c1c(-c1ccccc1)cn2-c1ccc(C)cc1	nt	-3%	nt	nt	0%	0%	nt	-9%

Fetched one by one from the entries so far:
mol	RGS12 GoLoco inh	TRb-SRC2 inh	KDM4E inh	RECQ1 inh	TexasRed fluor	Tau fibril FP	L3MBTL1 block	Tau ThT inhib
CCOC(=O)c1cc(NC(=O)Nc2ccccc2Cl)c(C)nc1C	21%	-8%	-14%	i	-3%	?	2%	8%
C=C(C)C1CC=C(C)/C(=N/NC(=O)CCCNc2cccc(C)c2)C1 (stereo unspecified)	-2%	2%	0%	i	-2%	7%	-23%	-15%

Not all compounds are listed; rates above refer to the full screens.
